Lipid storage S3 = qHTS Assay for Lipid Storage Modulators in Drosophila S3 Cells; lipid storage change, negative = inhibition, % at the top dose, mostly 46.1 µM; hits show Potency in µM; AID 2685; actives 0.64% (n = 320,000); Drosophila S3 cells, BODIPY lipid droplet fluorescence, 18-24 h; cells fed with added oleic acid; active = well fitted inhibition curve with a large enough effect in the signal ratio, with a control signal flat, not every such curve was filed as active; inconclusive = small, poorly fitted or top-dose-only effect, or effect the other way, or a change in a side signal; the % refers to the signal ratio
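Laser-scanning cytometry quantifies lipid droplet accumulation (500–530 nm total intensity; droplet/cell object ratio) in oleic acid-fed (400 uM added) Drosophila S3 cells treated with a concentration series. 20 uM Triacsin C defined 100% inhibition.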
Lipid storage S3 cell count max = further read-out of Lipid storage S3, marked with its call; cell number change, %; measured here: cell count max response;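 cells counted by Cell Tracker Red CMTPX staining in the red channel; peak over a dose series mostly up to 46.1 µM; percent activity relative to internal control wells on each plate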
Numbers without * were called inactive; i = inactive; ? = inconclusive; . = no result given. % is scaled to controls: 0 for no effect and ±100 for the full control effect; potency is read from the fitted curve at half-maximal effect.

Lipid storage S3	Lipid storage S3 cell count max	structure
i	.	Cc1nc2c3cnn(-c4ccccc4)c3ncn2n1
?	.	O=C(COC(=O)CCS(=O)(=O)c1ccccc1)Nc1ccc(N2CCCCC2)cc1
?	.	O=C(CCn1c(=O)oc2ccccc21)N1CCOCC1
10%	13	CC(=O)c1sc(N/N=C\c2cccc(Br)c2)nc1C
?	.	Cc1cc(C)cc(OCC(=O)NCCc2nc3ccccc3[nH]2)c1
?	.	CC(C)C(NC(=O)C(Cc1ccccc1)NC(=O)OCc1ccccc1)C(=O)O (stereo not drawn)
i	.	CS(=O)(=O)Nc1ccc(Cc2ccc(NS(C)(=O)=O)cc2)cc1
?	.	Cc1nc2ncccn2c1-c1csc(Nc2ccc(N(C)C)cc2)n1
-3%	-19	O=C(NCc1ccccn1)c1cc(-c2ccc(-c3ccccc3)cc2)nc2ccccc12
?	.	CC1CCCC(NC(=O)CCn2c(=S)oc3ccccc32)C1C (stereo not drawn)
?	.	CC(=O)Nc1ccc(S(=O)(=O)NC(C)c2ccccc2)cc1 (stereo not drawn)
?	.	CCOC(=O)C1(Cc2ccc(Cl)cc2)CCN(Cc2cn(CC)nc2C)CC1
0%	11	C/C=C(\C)C(=O)NCCN1C2=NC[C@H](C)N2C[C@@H]1Cc1ccc(OC)cc1
?	.	O=C(CN1C(=O)C2C3C=CC(C3)C2C1=O)NCCN1CCCc2ccccc21 (stereo not drawn)
29µM*	16*	CSc1cc(C)n(-c2ccccc2C)c(=S)c1C(C)=O
i	0	CC(NC(=O)c1ccc2ccccc2n1)c1ccc(Br)cc1 (stereo not drawn)
?	.	O=C(O)c1ccc(Nc2c3ccccc3nc3ccccc23)cc1
9%	4	Cc1ccc(S(=O)(=O)CC(=O)c2ccc3c(c2)OCCO3)cc1
i	18	CCOC(=O)CC(=O)CSc1ccc2nnc(-c3ccc(F)cc3)n2n1
10%	.	COc1cccc(NC(=O)CSc2nnc(-c3ccc(C)cc3)o2)c1
?	.	CCc1ccc(C(=O)N/N=C(\C)c2cccnc2)s1
2%	0	Cc1cc[n+](-c2nc3ccccc3nc2C(=C=[N-])C#N)cc1
?	.	CN(C)CCCNCC(=O)c1c(-c2ccccc2)n(C)c2ccccc12
?	.	C/C(=N/Nc1nc(C)c(C)s1)c1cccc([N+](=O)[O-])c1
?	.	Cc1nc2ccc(NC(=O)c3ccc(F)c(S(=O)(=O)N4CCOCC4)c3)cc2s1
?	.	O=S(=O)(c1cccc(-c2n[nH]c(=S)o2)c1)N1CCOCC1
?	.	CCOC(=O)C1(Cc2ccc(OC)cc2)CCN(C(=O)CN2CCOC2=O)CC1
?	.	CCCC(=O)Nc1ccc(-c2csc(-c3cccnc3)n2)cc1
7%	-12	Cc1nnc(SCc2nc(N)nc(Nc3ccccc3)n2)s1
23%	5	Cn1c(SCc2ccc(C#N)cc2)nnc1-c1ccccc1
?	.	Cc1cc(C)n(CC(=O)c2ccc(Br)cc2)c(=O)c1C#N
?	.	O=C(OCCc1cc2ccccc2c(=O)o1)c1ccco1
?	.	O=C(COc1coc(CN2CCc3ccccc3C2)cc1=O)Nc1ccc(F)cc1F
-1%	-5	COCCCN1C(=O)c2ccc(C(=O)NCc3ccccn3)cc2C1=O
?	.	COc1ccccc1N1CCN(C(=O)/C=C/c2c(Cl)nc3ccccn23)CC1
?	.	Cc1ccc(CN2C(=O)CCC2C(=O)NCC2CCCO2)cc1 (stereo not drawn)
7%	2	CCc1ccc(OCC(=O)NNC(=O)c2c(CC)noc2C)cc1
?	.	CN(Cc1ccc(Cl)cc1Cl)C(=O)CN1C(=O)NC2(CCCC2)C1=O
?	.	CCOC(=O)c1cc(COc2cc(Cl)cc(Cl)c2)on1
2%	16	COc1ccc(-c2[nH]ncc2/C=N/NC(=O)c2cccc([N+](=O)[O-])c2)cc1OC

Some of the entries above, set out differently:
mol	Lipid storage S3	Lipid storage S3 cell count max
CN(C)CCCNCC(=O)c1c(-c2ccccc2)n(C)c2ccccc12	?	.
C/C(=N/Nc1nc(C)c(C)s1)c1cccc([N+](=O)[O-])c1	?	.
Cc1nc2ccc(NC(=O)c3ccc(F)c(S(=O)(=O)N4CCOCC4)c3)cc2s1	?	.
O=S(=O)(c1cccc(-c2n[nH]c(=S)o2)c1)N1CCOCC1	?	.
CCOC(=O)C1(Cc2ccc(OC)cc2)CCN(C(=O)CN2CCOC2=O)CC1	?	.
CCCC(=O)Nc1ccc(-c2csc(-c3cccnc3)n2)cc1	?	.
Cc1nnc(SCc2nc(N)nc(Nc3ccccc3)n2)s1	7%	-12
Cn1c(SCc2ccc(C#N)cc2)nnc1-c1ccccc1	23%	5
Cc1cc(C)n(CC(=O)c2ccc(Br)cc2)c(=O)c1C#N	?	.
O=C(OCCc1cc2ccccc2c(=O)o1)c1ccco1	?	.
O=C(COc1coc(CN2CCc3ccccc3C2)cc1=O)Nc1ccc(F)cc1F	?	.
COCCCN1C(=O)c2ccc(C(=O)NCc3ccccn3)cc2C1=O	-1%	-5
COc1ccccc1N1CCN(C(=O)/C=C/c2c(Cl)nc3ccccn23)CC1	?	.
Cc1ccc(CN2C(=O)CCC2C(=O)NCC2CCCO2)cc1 (stereo not drawn)	?	.
CCc1ccc(OCC(=O)NNC(=O)c2c(CC)noc2C)cc1	7%	2

The list continues:
Lipid storage S3	Lipid storage S3 cell count max	structure
?	.	COC(=O)C1CCN(C(=O)CN(C)Cc2ccc(C(C)(C)C)cc2)CC1
12%	-13	COc1ccc(N2C(=O)C(Cl)=C(N3CCOCC3)C2=O)cc1
?	.	CC(C)N(C(=O)CN1CCC(c2nc3ccccc3[nH]2)CC1)C(C)C
?	.	CC(C)CNS(=O)(=O)c1ccc(OCC(=O)Nc2ccc(F)cc2F)cc1
3%	-2	CC(=O)Nc1ccc(S(=O)(=O)NCc2csc(C)n2)cc1
?	.	CCCC(=O)Nc1ccc2c(c1)nc1n2CCN(CCOC)C1
-13%	.	Cc1ccc(CCNC(=O)C23CN(Cc4ccccc4)CC2C(c2ccc([N+](=O)[O-])cc2)=NO3)cc1 (stereo not drawn)
?	.	COc1cccc(CNC(=O)C(C)n2nc(C)n3c(cc4occc43)c2=O)c1 (stereo not drawn)
22%	19	CCC(Sc1nc2ccsc2c(=O)n1-c1ccc(Cl)c(C)c1)C(=O)NCc1ccco1 (stereo not drawn)
-12%	5	CC(=O)C1=C(O)C(=O)N(c2ccc(S(N)(=O)=O)cc2)C1c1cccc([N+](=O)[O-])c1 (stereo not drawn)
?	.	CCCC1Cc2c(sc(N)c2C#N)CO1 (stereo not drawn)
5%	.	Cc1ccc(-c2nc3ccccc3c(=O)n2NC(=O)COc2ccccc2)cc1
?	.	Cc1ccc(NC(=O)CNc2ccccc2N2CCCC2=O)cc1S(=O)(=O)N1CCCCC1
2%	-2	Cc1cccc(-n2ccnc2CN2CCN(C3CCCC3)C(CCO)C2)c1 (stereo not drawn)
9%	10	COC(=O)c1cc(NC(=O)COC(=O)CN2C(=O)C3CC=CCC3C2=O)cc(C(=O)OC)c1 (stereo not drawn)
?	.	Cc1ccc(C(C)C)c(OCC(=O)NNC2=CC(=O)CC(C)(C)C2)c1
?	.	COC(=O)C1=C(C)Nc2nnnn2C1c1cccs1 (stereo not drawn)
2%	-10	COc1ccccc1Nc1nnc(SCC(=O)N2CCCC2)s1
-3%	5	COC(=O)CSc1nnc(CNC(=O)c2ccc(S(=O)(=O)N3CCOCC3)cc2)n1C
?	.	CSc1cccc(NC(=S)NC(=O)c2cccnc2)c1
?	.	COc1cc2c(cc1OC)CC(C(=O)NCc1ccccc1)NC2 (stereo not drawn)
-2%	2	COc1ccc(C(=O)Nc2cccc3c2CCCC3)cc1OC
?	.	CC(OC(=O)CCCN=C1NS(=O)(=O)c2ccccc21)C(=O)Nc1ccccc1[N+](=O)[O-] (stereo not drawn)
?	.	CN(C(=O)c1ccco1)c1nnc(C23CC4CC(CC(C4)C2)C3)s1
?	.	CCN1C(=O)[C@H]2[C@@H](c3ccccc3)N3C(=O)N(c4cccc(F)c4)C(=O)[C@@]3(CC(C)C)[C@H]2C1=O
?	.	N#Cc1ccsc1NC(=O)C1CCN(C(=O)c2ccc(Cl)cc2)CC1
3%	-10	O=C(/C=C/c1cccc([N+](=O)[O-])c1)NCc1ccco1
i	3	O=C(CSc1ncccn1)N1CCCC1
?	.	COc1ccc(-c2nc(N)n(C(=O)Cc3ccccc3)n2)cc1
?	.	CC1(C)CC(=O)C=C(NC2CCCCCC2)C1
?	.	NS(=O)(=O)c1ccc(NC(=S)NC(=O)/C=C/c2ccco2)cc1
2.9µM*	-6.2*	CC(=O)Nc1ccc(C(=O)OCC(=O)N2CCC(Cc3ccccc3)CC2)cc1
?	.	FC(F)(F)c1cccc(CNc2ncccc2-c2nc3cc(Cl)ccc3o2)c1
i	.	CN=C1c2cc3cc(OC)ccc3n2CCN1Cc1ccccc1
?	.	CCOc1ccc(N2CC(NC(=O)c3cccc4ccccc34)CC2=O)cc1 (stereo not drawn)
i	.	CCC(C)NS(=O)(=O)c1ccc(S(=O)(=O)N(CC(=O)Nc2ccccc2)Cc2ccco2)cc1 (stereo not drawn)
?	.	CC(C)c1nnc(NC(=O)CCC(=O)NCc2cccs2)s1
?	.	COc1ccc(-c2cc(C(=O)N3CCN(S(=O)(=O)c4ccccc4)CC3)[nH]n2)cc1
1%	-5	NS(=O)(=O)c1cccc(NC(=O)Cn2cc(C(F)(F)F)cc(Cl)c2=O)c1
?	.	Brc1ccccc1-c1ccccc1
0%	15	CN(C)N1C(=O)CC(N2CCCC2)C1=O (stereo not drawn)
23%	-6	COc1ccccc1Oc1nc([N+](=O)[O-])nn1CC(N)=O
-20%	-11	O=C(Nc1ccccc1)/C(=C\c1ccncc1)NC(=O)c1ccccc1
1%	2	Cc1ccc(Cn2nc(C)c(NC(=O)CSc3n[nH]c(C)c3[N+](=O)[O-])c2C)cc1
-1%	13	CCOC(=O)CN(c1ccccn1)S(=O)(=O)c1ccc(OC)cc1
?	.	CN(CC(=O)NC(c1ccccc1)c1ccccc1)Cc1nc2ccccc2c(=O)[nH]1
?	.	CCc1ccccc1-n1cnc2cc(C(=O)O)ccc21
?	.	CCCCCn1c(=O)[nH]c2cc(C(=O)NCc3ccc4c(c3)OCO4)ccc2c1=O
i	11	Cc1cccc(OCC(=O)N(Cc2ccc(C)o2)C2CCS(=O)(=O)C2)c1 (stereo not drawn)
?	.	CCOCCc1nnc(NC(=O)c2cc(OC)c(OC)cc2[N+](=O)[O-])s1
-14%	-8	COc1cc2cc(Oc3ccc4ccc(=O)oc4c3)c(=O)oc2cc1OC(C)=O
?	.	CCOC(=O)c1c(C)[nH]c(C(=O)OCC(=O)Nc2cc(C)c(Cl)cc2OC)c1C
i	9	COc1ccccc1OC(C)C(=O)Nc1ccc(S(=O)(=O)Nc2nccs2)cc1 (stereo not drawn)
?	.	COc1ccc(C(=O)NCc2ccc(S(N)(=O)=O)cc2)cc1[N+](=O)[O-]
-6%	-18	CCOc1ccc(CCNS(=O)(=O)c2cc3c(cc2C)NC(=O)CO3)cc1OCC
?	.	Cc1ccnc(NC(NC(=O)C(C)C)(C(F)(F)F)C(F)(F)F)c1

Other results follow.
Lipid storage S3	Lipid storage S3 cell count max	structure
?	.	Cc1ccc(-c2cc(C(F)F)nc(N3CCOCC3)n2)cc1
7%	-8	CSc1ccc(C(=O)N2CCC(CCC(=O)NCc3ccc(F)cc3)CC2)cc1
i	.	COc1ccc2cnn(-c3ccccc3)c(=O)c2c1OC
i	1	Nc1nc2cc3ccccc3cc2[nH]c1=O
-7%	16	O=C(Cn1c(=O)c2cccn2c2ccccc21)NCCc1ccccc1
?	.	COc1cccc(CN(C(=O)COc2ccccc2[N+](=O)[O-])C2CCS(=O)(=O)C2)c1 (stereo not drawn)
3%	2	Cc1ccc2oc(=O)c3cnn(CC(=O)NCCc4ccsc4)c3c2c1
?	.	CC(C)c1nc(N2CCN(C(=O)c3ccco3)CC2)c(C#N)c2c1COC(C)(C)C2
?	.	Cc1nc(CCNC(=O)C2CCC(=O)N(CCc3cccc(F)c3)C2)sc1C (stereo not drawn)
?	.	CCOC(=O)N1CCN(CC(=O)Nc2c(C(=O)OC)[nH]c3cccc(Cl)c23)CC1
?	.	CCOC(=O)C1(Cc2cccc(OC)c2)CCCN(C(=O)c2ccccc2C)C1 (stereo not drawn)
?	.	O=C1C=C(c2ccc3ccccc3c2)C[C@@H](c2ccc(F)cc2)C1
i	.	CCOC(=O)N1CCC(N2C(=O)c3ccccc3C2Nc2cccnc2)CC1 (stereo not drawn)
?	.	O=C(COC(=O)COc1ccc(Cl)cc1)NCc1cccs1
?	.	COc1cc(/C=N/N=C/c2cc(OC)c(O)c(OC)c2)cc(OC)c1O
8%	11	CC(C)(CC(=O)O)CC(=O)N1CCCN(c2nc3ccc(Cl)cc3s2)CC1
?	.	COC(=O)c1nnn(CC(=O)NC(=O)Nc2cccc(C)c2C)c1C(=O)OC
?	.	COc1ccc(/C=C/C(=O)C(C)(C)C)cc1OC
26µM*	5.4*	Cn1cc(/C=C/c2cc[n+](C)cc2)c2cc(F)ccc21
-1%	-7	COc1ccc([N+](=O)[O-])cc1COc1ccc2c(-c3ccccc3)cc(=O)oc2c1
i	.	CCOC(=O)CN1CCC(c2cc(-c3ccc(Cl)cc3)n[nH]2)CC1
?	.	COc1ccc(/C=C(/NC(=O)c2ccccc2)C(=O)N/N=C/c2ccncc2)c(OC)c1
-15%	-18	Cc1ccccc1Nc1nccc(N(C)C)c1C#N
?	.	O=C(Nc1nccs1)c1cc2sccc2n1Cc1ccc(Cl)cc1

Only part of the results is shown. The share of hits here may be higher or lower than overall.
